# POLB inh: blocks human DNA polymerase beta activity | AID 485314 | Potency, µM (titrated, usually from 114 µM), inactives show at the top dose activity change, negative = inhibition, hits mostly inhibitors | Pol beta primer extension/strand displacement, fluorescence kinetic | actives 1.3% (n = 340,000) | P06746; further: on the % scale 0 is the no-effect control and ±100 the full control effect
#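 Preincubation: enzyme (10 nM) with compound, 15 min, RT. Reaction: substrate added to 50 nM final. Reads: 0 and 10 min. Analysis: normalized, Hill fit.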
# POLK inh: DNA polymerase kappa (human) inhibition; purified Pol kappa, fluorescent DNA synthesis assay, 10 min; Potency, µM (highest dose often 107 µM), for the others: at the highest dose activity, negative = inhibition, hits mostly inhibitors; actives 0.53% (n = 400,000); further: on the % scale 0 is the no-effect control and ±100 the full control effect
#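 First, compounds were pin-transferred onto 10 nM Pol kappa. After 15 min at room temperature, substrate was added to 50 nM final. Fluorescence was then measured kinetically at 0 and 10 min.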
# APEX1 inh: blocks human APE1 abasic DNA cleavage. recombinant APE1, TAMRA/BHQ-2 abasic DNA cleavage fluorescence. actives 0.35% (n = 350,000). Potency, µM (doses to about 65.8 µM), without a hit: at the top dose activity change, negative = inhibition, hits mostly inhibitors. P27695. AID 2517;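 further: plate controls were vehicle for no effect and reference inhibitor for full effect; nearly all actives have a fitted effect of over 55% in size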
#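 0.75 nM APE1 + cpd, 15 min RT; start w/ 50 nM TAMRA/BHQ-2 THF-abasic dsDNA; kinetic fluor 525/598 nm ×3 reads @60 s; Δ(read3−read1); normalized to DMSO and NSC13755 control wells.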
# POLI inh: inhibitors of human DNA polymerase iota. Pol iota fluorescent replication assay, 10 min. Potency, µM (highest dose often 115 µM), for the others: at the highest dose activity, negative = inhibition, most hits filed as inhibitors. actives 1% (n = 390,000). AID 588590
#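 Pol iota at 10 nM preincubated 15 min with compounds at room temperature; reaction started with fluorescent substrate, 50 nM final. Fluorescence read kinetically at 0 and 10 min; buffer-only wells as negative control.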
# BAZ2B inh: inhibitors of human BAZ2B bromodomain; AlphaScreen BAZ2B-H3K14Ac peptide displacement; Q9UIF8; actives 4.4% (n = 360,000); Potency, µM (top dose mostly 114 µM), for the others: top-dose activity change, negative = inhibition, usual class: inhibitors; further: on the % scale 0 is the no-effect control and ±100 the full control effect; nearly all actives have a fitted effect of over 60% in size
#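 BAZ2B (50 nM) with biotin-H3(5-23)K14Ac peptide (50 nM) in PBS pH 7.4, 0.01% Tween-20, preformed 30 min, then compound 30 min at room temperature; top concentration 110uM. AlphaScreen streptavidin donor/nickel chelate acceptor beads (10 ug/mL final), 20 min dark, signal read.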
# BLM helicase inh: blocks DNA unwinding by human BLM helicase | Potency, µM (titrated, usually from 56.1 µM), without a hit: at the top dose activity change, negative = inhibition, most hits filed as inhibitors | recombinant BLM DNA unwinding, fluorescence dequenching | actives 0.2% (n = 350,000) | P54132;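 further: plate controls were vehicle for no effect and no enzyme for full effect; nearly all actives have a fitted effect of over 35% in size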
# POLH inh: DNA polymerase eta (human) inhibition; AID 588591; actives 1.2% (n = 390,000); recombinant Pol eta, fluorescent DNA replication assay; Potency, µM (highest dose often 114 µM), for the others: at the top dose activity change, negative = inhibition, hits mostly inhibitors; further: on the % scale 0 is the no-effect control and ±100 the full control effect
#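 Pol eta at 10 nM preincubated with compounds 15 min at room temperature; reaction started with fluorescent substrate (50 nM final) and read kinetically at 0 and 10 min.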
# JMJD2A Tudor: inhibitors of human JMJD2A Tudor domain; O75164; AlphaScreen JMJD2A-Tudor / H3K4me3 peptide binding; Potency, µM (doses to about 114 µM), inactives show top-dose activity change, negative = inhibition, hits mostly inhibitors; actives 4.4% (n = 390,000); further: on the % scale 0 is the no-effect control and ±100 the full control effect; nearly all actives have a fitted effect of over 50% in size
# Target sequence (O75164 whole entry, looked up, the tested form may be a part): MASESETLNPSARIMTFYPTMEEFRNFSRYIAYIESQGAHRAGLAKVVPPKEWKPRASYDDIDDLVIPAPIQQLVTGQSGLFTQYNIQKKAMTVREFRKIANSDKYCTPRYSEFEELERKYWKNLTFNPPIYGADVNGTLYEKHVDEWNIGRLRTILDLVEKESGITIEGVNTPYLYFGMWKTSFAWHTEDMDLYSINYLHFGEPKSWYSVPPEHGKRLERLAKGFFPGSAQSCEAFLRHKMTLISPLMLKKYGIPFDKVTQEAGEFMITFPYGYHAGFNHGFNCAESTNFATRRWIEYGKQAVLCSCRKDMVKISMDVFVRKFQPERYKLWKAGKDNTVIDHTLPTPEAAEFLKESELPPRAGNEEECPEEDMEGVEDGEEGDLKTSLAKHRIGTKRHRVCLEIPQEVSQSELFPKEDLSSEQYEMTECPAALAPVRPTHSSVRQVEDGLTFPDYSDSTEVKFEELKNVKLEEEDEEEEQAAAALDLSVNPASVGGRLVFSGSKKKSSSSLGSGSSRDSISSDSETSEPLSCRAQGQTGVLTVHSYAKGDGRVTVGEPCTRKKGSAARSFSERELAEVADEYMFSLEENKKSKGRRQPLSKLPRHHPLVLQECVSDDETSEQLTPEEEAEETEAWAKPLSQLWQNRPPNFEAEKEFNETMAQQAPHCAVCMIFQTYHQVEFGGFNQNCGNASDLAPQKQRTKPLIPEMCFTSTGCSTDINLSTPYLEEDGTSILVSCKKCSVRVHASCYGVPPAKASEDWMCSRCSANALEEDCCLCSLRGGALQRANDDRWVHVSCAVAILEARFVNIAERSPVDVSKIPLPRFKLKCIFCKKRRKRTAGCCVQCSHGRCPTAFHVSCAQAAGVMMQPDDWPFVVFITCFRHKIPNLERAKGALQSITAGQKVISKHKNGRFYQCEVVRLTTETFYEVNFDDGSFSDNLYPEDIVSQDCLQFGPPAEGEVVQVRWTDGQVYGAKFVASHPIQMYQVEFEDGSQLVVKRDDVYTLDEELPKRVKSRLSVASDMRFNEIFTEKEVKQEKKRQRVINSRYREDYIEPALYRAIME
# G9a inh: inhibitors of human histone lysine methyltransferase G9a | G9a H3K9 monomethylation, AlphaScreen, 2 h | Potency, µM (doses to about 102 µM), inactives show at the top dose activity, negative = inhibition, hits mostly inhibitors | actives 8.8% (n = 350,000) | AID 504332; further: on the % scale 0 is the no-effect control and ±100 the full control effect; nearly all actives have a fitted effect of over 75% in size
#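 Methyltransferase reactions run at room temperature for 2 h (20 nM enzyme, 500 nM biotin-H3K9 peptide, 20 uM SAM) after a 15 min compound preincubation; product detected by AlphaScreen beads and anti-H3K9me1 antibody.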
# Active calls of the source: *; ? = inconclusive; . = not tested or not shown; & = joins results of further samples; [ ] = another dose, or the depositor's remark. The call rests on the fitted dose curve; in most records, active means well fitted curve in the direction sought with a large enough effect; inconclusive means small, poorly fitted or top-dose-only effect, or another doubt; inactive means no such curve, though single readings can be large; an effect the other way counts as inactive or inconclusive. Potency means the concentration at half of the fitted maximal effect. Not all compounds are listed, so the mix of outcomes need not match the whole.
# Results follow in this order: POLB inh	G9a inh	APEX1 inh	BAZ2B inh	POLK inh	BLM helicase inh	POLI inh	JMJD2A Tudor	POLH inh
1) O=c1c2ccccc2nc(CSc2ncnc3nc[nH]c23)n1-c1ccccc1Cl
→ 39.8µM*	?	-2.6%	-6.4%	-11.8%	-4.9%	-16.0%	?	-1.9%
2) CC(=O)O[C@H]1C[C@@H]2CC[C@@H]3[C@H](CC[C@]4(C)C(=O)CC[C@@H]34)[C@@]2(C)C[C@@H]1OC(C)=O
→ .	-1.2%[12.7 µM]	25.2%	1.0%	5.9%	.	37.5%	-6.1%	-2.4%
3) CCCNC(=O)N1[C@H]2CC[C@@H]1C(C(=O)OC)=C(c1ccc(-c3ccccc3)c(F)c1)C2
→ .	3.8%[2.33 µM]	-12.4%	-2.7%	-0.9%	.	0.8%	-30.3%	-5.6%
4) CC(=O)OC(C)(C)/C=C/C(=O)[C@](C)(O)[C@H]1[C@H](O)C[C@@]2(C)[C@@H]3CC=C4[C@H](C[C@H](O)C(=O)C4(C)C)[C@]3(C)C(=O)C[C@]12C
→ 19.1%	0.6%	19.7%	7.6%	-3.8%	-0.8%	-28.0%	-20.9%	-6.6%
5) CCc1c(C)nc(N)nc1N1N=C1SCC(=O)OC
→ 19.2%	22.4%[12.7 µM]	-0.4%	-11.1%	-7.8%	-6.3%	32.3%[activator]	-19.6%	-8.4%
6) CCOc1ccc(C(=O)OC2CC3CCC(C2)N3C)cc1 (stereo unspecified)
→ -6.6%	-1.0%	2.0%	-18.1%	-8.6%	-1.1%	6.1%	-17.6%	-15.2%
7) Cc1ccc(C)c(NC(=O)CCNC(=O)N2C[C@H]3C[C@@H](C2)c2cccc(=O)n2C3)c1
→ 5.8%	9.8%[12.7 µM]	48.8%[activator]	-30.3%	2.6%	2.6%	18.5%	-2.7%	-17.1%
8) C=C1C(=O)[C@@]23C[C@H]4[C@@H]5[C@@]6(C)CCC[C@@]57[C@@H]2[C@@H](O)[C@@H]1C[C@H]3[C@H]7N4C6
→ .	.	.	.	-6.8%	.	-7.8%	-16.3%	-8.9%
9) O=P(O)(O)Oc1ccccc1P(=O)(c1ccccc1)c1ccccc1
→ 5.1%	-3.8%[12.7 µM]	-7.1%	-12.8%	-16.7%	1.9%	5.3%	-20.1%	-16.7%
10) COC(=O)c1ccc(NC(=O)CSc2nc3ccc(N4C(=O)C5C6C=CC(C6)C5C4=O)cc3s2)cc1 (stereo unspecified)
→ 4.7%	?	-5.0%	-9.8%	-0.2%	-5.3%	-0.3%	-29.1%	-9.4%
11) CCCCc1cc(=O)oc2cc(OCC(=O)N3C[C@H]4C[C@@H](C3)c3cccc(=O)n3C4)c(Cl)cc12
→ -9.4%	17.1%[12.7 µM]	-6.0%	-5.4%	-0.2%	1.1%	60.8%[activator]	-21.1%	-5.4%
12) COc1ccc(-c2nn3c(=O)cc(CN4CCN(S(=O)(=O)c5ccc(C)cc5)CC4)nc3s2)cc1
→ 2.6%	-2.6%[59 µM]	.	1.9%	-2.5%[60.1 µM]	-4.5%	57.3%[activator]	0.0%	-12.4%
13) NCCCN1CCN(c2ccccc2)CC1
→ -4.8%	.	-3.2%	19.6%	-14.1%	-10.1%	?	?	2.2%
14) CCOc1ccc(N)cc1
→ .	.	1.2%	.	-7.5%	.	-24.5%	-26.6%	3.0%
15) COc1ccccc1N1CCN(C(CNC(=O)Oc2ccccc2)c2cccnc2)CC1 (stereo unspecified)
→ 21.6%	4.6%	-5.3%	-10.8%	8.4%	0.2%	-7.7%	-29.1%	-9.3%
16) CCc1ccc(NC(=O)CN2C(=O)C3(SCC(=O)N3c3ccc(F)c(F)c3)c3ccccc32)cc1 (stereo unspecified)
→ 0.9%	?	.	3.6%[57.1 µM]	-14.5%	-9.0%	?	-31.4%	-11.2%
17) O=C(Cc1ccccc1)N1CCN(Cc2ccc(Cl)cc2)CC1
→ .	.	.	.	-6.2%	.	17.0%	10µM*	-11.5%
18) COc1cc2c(cc1C=O)OCO2
→ -7.9%	-6.6%[59 µM]	7.9%	-6.8%	-14.8%	2.3%	157.3%[activator]	-10.8%	-6.4%
19) COc1cc(OC)c2c(c1)OCC1CON(C)C21 (stereo unspecified)
→ -0.9%	6.5%[12.7 µM]	-0.3%	-2.1%	-14.5%	-2.6%	136.3%[activator]	-8.4%	3.9%
20) COc1ccc(NC(=O)c2cn(CCC#N)nc2-c2ccccc2)cc1
→ 0.9%	-7.9%[0.501 µM]	44.4%	-15.3%	-8.8%	-5.7%	29.6%	-9.0%	1.3%
21) COc1ccc(CCn2c(O)c(/C=N/N3CCCCC3)c(=O)[nH]c2=O)cc1OC
→ 32.5%	?	3.4%	-37.6%	-0.2%	-1.7%	22.8%	-4.8%	-10.4%
22) COc1ccc(C=C2C(=O)NC(=S)NC2=O)cc1OC
→ .	.	.	.	-5.1%	.	?	22.4µM*	-7.4%
23) Cc1nc2ccsc2c(=O)n1-c1ccccc1Cl
→ .	.	.	.	5.9%	.	59.9%[activator]	-5.4%	-22.7%
24) O=C(c1c[nH]c2ccc(S(=O)(=O)N3CCOCC3)cc2c1=O)N1CCC2(CC1)OCCO2
→ -1.2%	-14.0%	1.6%	5.8%	3.2%	-1.6%	3.1%	-15.6%	1.9%
25) Cc1ccc2nsnc2c1NS(=O)(=O)c1c(C)ccc2nsnc12
→ 19.1%	50.1µM*	-8.2%	?	-9.3%	-9.0%	18.3%	-27.1%	-25.3%
26) CCCCc1ncc(CN2CCCC(C(=O)c3ccc(SC)cc3)C2)[nH]1 (stereo unspecified)
→ 38.3%	.	0.3%	-33.8%	-12.8%	-8.8%	5.6%	-25.1%	-0.3%
27) c1ccc(CN2CCC3(CCNCC3)CC2)cc1
→ .	-27.6%[12.7 µM]	7.6%	.	-20.7%[60.1 µM]	33.9%[activator]	.	.	.
28) C[C@]12C/C(=C/O)C(=O)C[C@@H]1CC[C@@H]1[C@@H]2CC[C@@]2(C)[C@H]1CC[C@]2(C)O
→ .	17.8µM*	-0.3%	.	-12.2%[60.1 µM]	5.8%	.	.	.
29) COc1ccc2[nH]c(C)c(CCNCc3cccnc3)c2c1
→ .	?	21.3%	20µM*	-13.0%	.	?	7.08µM*	-5.1%
30) O=S1(=O)N(Cc2ccccc2)CCCN1Cc1cccc(Cl)c1
→ 14.0%	114.4%[activator][59 µM]	.	92.2%[activator]	-2.3%[60.1 µM]	-4.9%	-1.5%	87.1%[activator]	-20.5%
31) Cc1ccc(-n2c(O)c(/C=N/N3CCOCC3)c(=O)[nH]c2=S)cc1
→ 2.4%	?	5.9%	?	-6.6%	2.3%	5.6%	?	-11.2%
32) FC(F)(F)c1cccc(C2=CCN(CCc3ccc4ccccc4c3)CC2)c1
→ .	-45.9%[12.7 µM]	?	.	9.2%[60.1 µM]	1.3%&1.1%	.	.	.
33) Cn1c(C(=O)N2CCC3(CC2)OCCO3)cc2c(=O)n(C)c3ccccc3c21
→ -7.1%	-9.1%[59 µM]	-2.5%	-4.4%	1.9%	4.3%	7.9%[58.9 µM]	-19.2%	-13.4%
34) Cn1c(O)c(C(=Nc2ccc(F)cc2)c2ccccc2)c(=O)n(C)c1=O
→ -0.3%	?	?	-8.8%	2.9%	-0.6%	?	2.1%	-14.5%
35) COc1cc2cc(C(=O)N3CC(COS(C)(=O)=O)c4ccc(O)cc43)[nH]c2c(OC)c1OC (stereo unspecified)
→ .	.	.	.	10µM*	.	1.78µM*	?	3.16µM*
36) CCc1ccccc1NC(=O)CNCc1ccccc1
→ -4.2%	-46.3%	0.8%	-20.1%	-2.7%	-4.8%	19.8%	0.7%	-12.4%
37) COC(=O)C1=C(c2ccc(OC(F)(F)F)cc2)C[C@@H]2CC[C@H]1N2C(=O)N1CCC(C)CC1
→ .	7.9%[0.501 µM]	-15.9%	10.7%	-20.3%	.	19.9%	-3.5%	-29.7%
38) CCN(CC)C(=O)c1ccc(NC(=O)CNC(C)c2cccc3ccccc23)cc1 (stereo unspecified)
→ 5.9%	-17.5%	-9.9%	1.1%	7.7%	-2.5%	31.3%[activator]	-15.1%	-5.7%
39) Cc1ccc(CN2C(=O)NC(=O)C3(Cc4c(nc5ccccn5c4=O)N4CCCCCC43)C2=O)cc1 (stereo unspecified)
→ -1.5%	?	7.0%	?	-28.3%	-2.8%	-2.7%	-31.3%	-2.3%
40) Cc1ccnc2c1NC(=O)c1cccnc1N2C1CC1
→ ?	0.3%&17.7%&14.1%[59 µM]	17.4%&0.0%	-6.3%&1.4%	9.8%	-5.2%&-4.9%&4.2%	3.2%	5.8%	-9.6%
41) COC(=O)C1=C(c2c(C)noc2C)C[C@@H]2CC[C@H]1N2C(=O)N1CCC(O)(c2ccc(Cl)cc2)CC1
→ .	7.6%[0.501 µM]	7.5%	8.4%	-1.0%	.	27.3%	-2.1%	-20.4%
42) CC[C@H]1CN2CC[C@@H]1C[C@H]2[C@@H](O)c1ccnc2ccc(OC)cc12
→ .	6.2%[21.5 µM]	-1.8%[21 µM]	.	-4.6%[12 µM]	-0.4%[21.4 µM]	.	.	.
43) CSc1ncc(Br)c(N2CC2)n1
→ .	.	.	.	0.5%	.	18.3%	-21.4%	-19.7%

# Sorted by SMILES length (highest first): some entries from above
# Results follow in this order: POLB inh	G9a inh	APEX1 inh	BAZ2B inh	POLK inh	BLM helicase inh	POLI inh	JMJD2A Tudor	POLH inh
34) Cn1c(O)c(C(=Nc2ccc(F)cc2)c2ccccc2)c(=O)n(C)c1=O
→ -0.3%	?	?	-8.8%	2.9%	-0.6%	?	2.1%	-14.5%
40) Cc1ccnc2c1NC(=O)c1cccnc1N2C1CC1
→ ?	0.3%&17.7%&14.1%[59 µM]	17.4%&0.0%	-6.3%&1.4%	9.8%	-5.2%&-4.9%&4.2%	3.2%	5.8%	-9.6%
43) CSc1ncc(Br)c(N2CC2)n1
→ .	.	.	.	0.5%	.	18.3%	-21.4%	-19.7%

# Only POLK inh and POLI inh (3 entries from above):
no.	mol	POLK inh	POLI inh
13	NCCCN1CCN(c2ccccc2)CC1	-14.1%	?
7	Cc1ccc(C)c(NC(=O)CCNC(=O)N2C[C@H]3C[C@@H](C2)c2cccc(=O)n2C3)c1	2.6%	18.5%
9	O=P(O)(O)Oc1ccccc1P(=O)(c1ccccc1)c1ccccc1	-16.7%	5.3%

# Source: PubChem (National Center for Advancing Translational Sciences (NCATS))
